ssDAF12 agonist = activators of S. stercoralis DAF-12 nuclear receptor | HEK293 ssDAF-12/GRIP1 lit1-tk-luc reporter, luminescence; % of 3 µM dafachronic acid response | activation, % at 6.8 µM | hit rate 1% among 370,000;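 active means activation above the mean over all tested compounds plus 3 SD, cut at about 0.9% in these data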;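 further: 0% = DMSO-only wells and 100% = 3 µM delta7-dafachronic acid wells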
sPLA2-III inh = Blocks human group III sPLA2 activity; Q9NZ20; QFRET BODIPY PC-A2 liposome hydrolysis, fluorescence; inhibition, % at 12.2 µM; hit rate 0.56% among 370,000; AID 743126;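 active means inhibition above mean plus 3 SD of compounds lying within the high and low control bounds, cut at about 19% in these data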;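 further: 0% = median of test compound wells and 100% = no enzyme DMSO wells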
Target sequence (Q9NZ20 whole entry, looked up): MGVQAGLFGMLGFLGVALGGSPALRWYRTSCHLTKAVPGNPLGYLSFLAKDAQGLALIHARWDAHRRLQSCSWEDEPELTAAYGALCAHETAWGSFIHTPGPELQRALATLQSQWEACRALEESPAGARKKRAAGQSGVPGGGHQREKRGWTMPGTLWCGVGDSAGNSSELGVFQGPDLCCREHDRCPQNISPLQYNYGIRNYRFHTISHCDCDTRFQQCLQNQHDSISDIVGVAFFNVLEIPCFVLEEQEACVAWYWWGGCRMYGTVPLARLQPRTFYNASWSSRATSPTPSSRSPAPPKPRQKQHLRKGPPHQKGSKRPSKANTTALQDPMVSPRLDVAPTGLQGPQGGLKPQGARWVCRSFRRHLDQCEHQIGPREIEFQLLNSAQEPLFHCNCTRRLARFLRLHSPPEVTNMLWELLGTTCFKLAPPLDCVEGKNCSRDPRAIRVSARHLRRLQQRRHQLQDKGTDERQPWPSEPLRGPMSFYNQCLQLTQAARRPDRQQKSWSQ
hcDAF12 agonist = activators of H. contortus DAF-12 nuclear receptor; HEK293 hcDAF-12 lit1-tk-luc reporter, luminescence; 0% DMSO, 100% Δ7-dafachronic acid; activation, % at 6.8 µM; AID 652067; hit rate 1.4% among 370,000;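 active means activation above the mean of all tested compounds plus 3 SD, cut at about 5.5% in these data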;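 further: 100% = response to 3 µM Δ7-dafachronic acid high control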
NPR1 activator = GC-A (human) enzyme activation | hit rate 0.14% among 370,000 | P16066 | activation, % at 10 µM | HEK293 GC-A cells, cGMP TR-FRET, EC30 ANP; 0% at EC30 ANP, 100% saturating ANP; in the data active means activation above about 40%
FXN GAA850 act = activators of GAA850 frataxin (FXN) promoter; HEK293 lucGAA850 FXN promoter luciferase reporter, 24 h; percent of 10 µM SAHA response; activation, % at 6 µM; hit rate 0.56% among 360,000; AID 540364;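 active means activation above the average of all compounds screened plus 3 SD, cutoff fixed separately per campaign, cut at about 7.5% in these data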;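 further: 0% = DMSO wells and 100% = 10 µM SAHA wells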
proKLK7 act = activates the human kallikrein-7 zymogen; P49862; purified proKLK7, EDANS-DABCYL substrate fluorescence; 100% is mature enzyme control, 0% vehicle; activation, % at 7 µM; hit rate 0.9% among 370,000; AID 652039;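 active means activation above the mean of all tested compounds plus 3 SD, computed per campaign excluding outliers beyond control limits, cut at about 13% in these data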
Target sequence (P49862 whole entry, looked up): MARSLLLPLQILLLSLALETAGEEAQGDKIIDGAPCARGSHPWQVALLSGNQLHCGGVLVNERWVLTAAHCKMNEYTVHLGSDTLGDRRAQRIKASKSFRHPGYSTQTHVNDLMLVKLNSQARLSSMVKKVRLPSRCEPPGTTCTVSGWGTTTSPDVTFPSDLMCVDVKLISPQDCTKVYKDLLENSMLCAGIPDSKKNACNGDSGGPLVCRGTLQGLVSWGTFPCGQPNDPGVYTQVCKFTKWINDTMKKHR
DAX1 inh-1 = DAX1 (NR0B1) inhibition, primary screen. HEK293T StAR-luciferase reporter, SF-1/DAX-1 repression relief. inhibition, % at 6.8 µM. hit rate 1.1% among 370,000. AID 652010;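 active means inhibition above the mean over all tested compounds plus 3 SD, cut at about 3.6% in these data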;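 further: 0% = DAX-1 cells with DMSO and 100% = cells lacking DAX-1 with DMSO; higher inhibition means more luminescence from relief of DAX-1 repression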
SMARCA2 act = increases SMARCA2 function in MMTV reporter cells | MG213 cells, MMTV-luciferase reporter, dexamethasone, overnight | activation, % at 9.1 µM | hit rate 1% among 370,000; in the data active means activation above about 7.8%;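 further: 0% = vehicle wells and 100% = reference activator wells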
DAX1 inh-2 = inhibitors of human orphan nuclear receptor DAX1 (NR0B1); P51843; HEK293 Gal4-DAX1 luciferase reporter, luminescence; inhibition, % at 6.75 µM; hit rate 0.99% among 340,000; AID 504766;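 active means inhibition above the mean over all tested compounds plus 3 SD, cut at about 4.2% in these data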;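 further: 0% = DAX1-transfected cells with DMSO and 100% = empty-vector control cells with DMSO; inhibition shows as a rise in luminescence from relieved DAX1 repression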
Target sequence (P51843 207-470 limits assumed): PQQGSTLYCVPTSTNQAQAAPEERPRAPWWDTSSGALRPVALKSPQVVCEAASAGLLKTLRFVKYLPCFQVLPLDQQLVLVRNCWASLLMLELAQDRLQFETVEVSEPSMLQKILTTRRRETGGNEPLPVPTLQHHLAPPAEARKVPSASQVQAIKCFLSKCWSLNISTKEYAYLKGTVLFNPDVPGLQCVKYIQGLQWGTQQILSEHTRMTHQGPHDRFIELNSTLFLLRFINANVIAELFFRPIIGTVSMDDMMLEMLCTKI
hgDAF-12 ag = activates the H. glycines DAF-12 receptor ligand-binding domain | HEK293 GAL4-hgDAF12 UAS-luciferase reporter, agonist luminescence; normalized to butyrate control | activation, % at 6.8 µM | hit rate 1.8% among 370,000;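 active means activation above a cutoff set at the mean of all screened compounds plus 3 SD, cut at about 10% in these data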;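 further: 0% = DMSO wells and 100% = sodium butyrate wells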
NPR2 activator = GC-B (human) receptor activation. P20594. HEK293-GC-B cells, CNP EC30, cGMP TR-FRET; 0% at EC30 CNP, 100% saturating CNP. activation, % at 10 µM. hit rate 0.11% among 370,000;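 active means activation at 10 µM reaching about 35% in either raw or pattern-adjusted values, limit read from the data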
Active calls of the source: *; . = not tested or not shown. Compounds as they come. Share with any hit: about 6.7%.

SMILES	ssDAF12 agonist	sPLA2-III inh	hcDAF12 agonist	NPR1 activator	FXN GAA850 act	proKLK7 act	DAX1 inh-1	SMARCA2 act	DAX1 inh-2	hgDAF-12 ag	NPR2 activator
COc1cccc(NC(=S)N(CCC(C)C)C(C)c2ccncc2)c1 (stereo unspecified)	-0.9	3	1.8	-14	-0.7	0.5	0.1	1	-0.5	0.9	-4
COc1ccc(-c2csc(C(C)(O)c3ccccc3)n2)cn1 (stereo unspecified)	-0.4	6	-0.7	1	-0.2	0.0	-1.6	-2	.	2.7	-2
COC(=O)C1CCN(C(=O)c2cc(OC)c(OC)c(OC)c2)CC1	-2.0	-1	3.1	-2	5.2	-0.1	0.4	0	-0.5	1.6	-2
Cn1c(C(=O)NCCc2ccccc2)cc(=O)n(C)c1=O	-1.7	-3	-1.2	-1	-0.2	0.1	0.1	1	0.2	4.7	1
CCCCCN(C(=O)CCC(=O)OCC(=O)NCc1ccc(OC)cc1)c1c(N)n(CCCC)c(=O)[nH]c1=O	-0.7	2	-0.7	-2	1.9	-0.3	0.3	-4	-0.4	1.7	5
CCN(CC)C(=O)c1sc2nc(Cc3ccccc3)[nH]c(=O)c2c1C	-1.1	-8	-2.5	1	2.7	4.6	-0.9	1	-0.6	-3.8	0
O=c1cc[nH]c2c1ccc1c(=O)cc[nH]c12	-0.7	-5	4.3	1	1.3	-61	0.6	2	-0.1	3.2	0
O=C(CSCc1ccccc1F)NCc1ccccc1	-0.7	-3	2.3	0	2.2	-0.9	1.7	3	-0.6	2.8	4
COc1ccc(-n2c(SCC(=O)N/N=C(/C)c3cccc(O)c3)nc3ccccc3c2=O)cc1	-1.3	-4	-3.4	0	.	0.7	-1.9	-4	.	-1.1	7
COCc1ccc(CN2CCc3c([nH]c4ccccc34)C2C(C)(C)C)o1 (stereo unspecified)	-0.3	-10	3.9	-3	1.7	2.9	0.2	-1	-1.7	-0.2	6
O=c1[nH]c(CSc2ncnc3sccc23)nc2cc(C(F)(F)F)ccc12	-0.2	5	4.0	-10	0.4	-1.5	0.5	-4	-0.2	1.2	0
Cc1cc(C)cc(NC(=O)c2ccccc2CC[N+](=O)[O-])c1	-1.3	-31	-1.2	-2	0.6	0.2	0.2	0	-1.2	-0.9	-2
O=C(O)Cc1ccc(NC(=O)c2ccc(Cl)c(Cl)c2)cc1	-1.3	-3	-1.5	-4	-1.0	0.6	-0.1	-7	0.2	-2.6	0
CC(/C=N/N1CCN(c2ccccn2)CC1)=C\c1ccccc1	-0.8	1	6.7*	2	4.0	0.3	1.4	2	2.1	7.0	-1
CC1CCCCC1NC(=O)C1CCN(c2c3c(nc4ncnn24)CCC3)CC1 (stereo unspecified)	-1.2	6	-2.4	0	0.0	0.5	-0.1	0	0.7	-2.3	2
Cc1ccc(S(=O)(=O)NCC(=O)OCC(=O)NCc2ccco2)cc1	-1.3	1	-0.5	-1	1.0	0.7	-0.6	0	-0.3	2.3	-1
COc1ccc(C)cc1-n1c(SCC(=O)Nc2cc(C)on2)nc2sc(C)c(C)c2c1=O	-1.4	5	-1.6	2	-5.6	-0.2	-1.0	2	-0.8	-1.9	-3
CC1(C(=O)O)CCCN(C(=O)c2cccnc2Oc2ccccc2)C1 (stereo unspecified)	0.1	5	0.4	-1	1.1	0.1	-0.1	-5	.	-1.6	0
CCOc1ncccc1C(=O)Nc1ccc(S(=O)(=O)Nc2cc(C)nc(C)n2)cc1	-0.7	-1	-0.1	2	2.2	-0.4	-0.3	-1	0.1	-1.0	2
Cc1cc(=O)[nH]c2c1c(C)nn2-c1ccccc1	0.0	-3	0.0	-3	-1.4	1.0	0.2	-4	2.4	1.1	-4
COc1cc(/C=C(\C#N)c2nc3ccc(C)cc3[nH]2)c([N+](=O)[O-])cc1OC	-0.9	-11	-0.3	16	2.3	-1.0	-1.9	1	-0.7	-0.1	6
CC(=O)CCS(=O)(=O)c1ccc(C)c(C)c1	-0.5	4	0.9	3	0.1	0.5	-0.4	3	-0.2	2.1	10
CC(C)N1C(=O)CCN(C=O)c2ccccc21	-0.9	-2	0.5	3	-1.7	0.6	0.8	2	1.0	-0.1	0
CCOc1ccccc1/C=C/c1onc(C)c1S(=O)(=O)N1CCC(C(=O)NC(C)C)CC1	-0.4	-1	-1.3	2	-0.4	0.3	-0.2	-1	0.5	3.0	2
COc1ccc(OC)c(N(C(=O)c2snc(C(N)=O)c2N)C(C(=O)NCC2CCCO2)c2ccc3ncccc3c2)c1 (stereo unspecified)	-0.5	-1	-1.8	-17	1.4	-0.1	-0.5	0	-0.8	0.2	-12

A second format for part of the listing above:
The line under a structure holds: ssDAF12 agonist | sPLA2-III inh | hcDAF12 agonist | NPR1 activator | FXN GAA850 act | proKLK7 act | DAX1 inh-1 | SMARCA2 act | DAX1 inh-2 | hgDAF-12 ag | NPR2 activator
COc1cccc(NC(=S)N(CCC(C)C)C(C)c2ccncc2)c1 (stereo unspecified)
  -0.9 | 3 | 1.8 | -14 | -0.7 | 0.5 | 0.1 | 1 | -0.5 | 0.9 | -4
COc1ccc(-c2csc(C(C)(O)c3ccccc3)n2)cn1 (stereo unspecified)
  -0.4 | 6 | -0.7 | 1 | -0.2 | 0.0 | -1.6 | -2 | . | 2.7 | -2
COC(=O)C1CCN(C(=O)c2cc(OC)c(OC)c(OC)c2)CC1
  -2.0 | -1 | 3.1 | -2 | 5.2 | -0.1 | 0.4 | 0 | -0.5 | 1.6 | -2
Cn1c(C(=O)NCCc2ccccc2)cc(=O)n(C)c1=O
  -1.7 | -3 | -1.2 | -1 | -0.2 | 0.1 | 0.1 | 1 | 0.2 | 4.7 | 1
CCCCCN(C(=O)CCC(=O)OCC(=O)NCc1ccc(OC)cc1)c1c(N)n(CCCC)c(=O)[nH]c1=O
  -0.7 | 2 | -0.7 | -2 | 1.9 | -0.3 | 0.3 | -4 | -0.4 | 1.7 | 5
CCN(CC)C(=O)c1sc2nc(Cc3ccccc3)[nH]c(=O)c2c1C
  -1.1 | -8 | -2.5 | 1 | 2.7 | 4.6 | -0.9 | 1 | -0.6 | -3.8 | 0
O=c1cc[nH]c2c1ccc1c(=O)cc[nH]c12
  -0.7 | -5 | 4.3 | 1 | 1.3 | -61 | 0.6 | 2 | -0.1 | 3.2 | 0
O=C(CSCc1ccccc1F)NCc1ccccc1
  -0.7 | -3 | 2.3 | 0 | 2.2 | -0.9 | 1.7 | 3 | -0.6 | 2.8 | 4
COc1ccc(-n2c(SCC(=O)N/N=C(/C)c3cccc(O)c3)nc3ccccc3c2=O)cc1
  -1.3 | -4 | -3.4 | 0 | . | 0.7 | -1.9 | -4 | . | -1.1 | 7
COCc1ccc(CN2CCc3c([nH]c4ccccc34)C2C(C)(C)C)o1 (stereo unspecified)
  -0.3 | -10 | 3.9 | -3 | 1.7 | 2.9 | 0.2 | -1 | -1.7 | -0.2 | 6
O=c1[nH]c(CSc2ncnc3sccc23)nc2cc(C(F)(F)F)ccc12
  -0.2 | 5 | 4.0 | -10 | 0.4 | -1.5 | 0.5 | -4 | -0.2 | 1.2 | 0
Cc1cc(C)cc(NC(=O)c2ccccc2CC[N+](=O)[O-])c1
  -1.3 | -31 | -1.2 | -2 | 0.6 | 0.2 | 0.2 | 0 | -1.2 | -0.9 | -2
O=C(O)Cc1ccc(NC(=O)c2ccc(Cl)c(Cl)c2)cc1
  -1.3 | -3 | -1.5 | -4 | -1.0 | 0.6 | -0.1 | -7 | 0.2 | -2.6 | 0

Other compounds follow.
SMILES	ssDAF12 agonist	sPLA2-III inh	hcDAF12 agonist	NPR1 activator	FXN GAA850 act	proKLK7 act	DAX1 inh-1	SMARCA2 act	DAX1 inh-2	hgDAF-12 ag	NPR2 activator
COCCNc1nc2nonc2nc1N(C)Cc1cccc2cnccc12	-1.0	7	0.0	-5	-0.6	0.1	-0.4	1	-0.4	3.2	-9
CCCCNC(=O)COC(=O)c1ccc(NS(=O)(=O)c2ccc3c(c2)OCCO3)cc1	-1.4	-11	-1.5	5	2.1	-0.8	0.2	4	-0.5	2.9	-4
C=CCn1c(=NC(=O)c2cc(-c3cccs3)nc3ccccc23)sc2cc(S(N)(=O)=O)ccc21	-1.3	6	-1.4	2	-1.3	-45	-1.2	-2	-2.2	-0.3	3
COc1ccc(F)cc1-c1nc(N)nc(N)n1	-1.1	10	-0.9	1	1.0	0.4	-0.3	2	1.8	-0.1	1
Cn1c(=O)cc(-c2ccccc2)c2ccccc21	-1.4	-3	0.8	4	1.7	0.6	1.1	-1	-0.7	-1.3	1
CCOC(=O)C(C)(C)Oc1ccc(Cl)cc1	-1.4	7	-1.6	6	0.6	-0.3	1.4	1	-0.3	3.1	0
Cn1c(=O)oc2cc(S(=O)(=O)CCC(=O)N3CCN(c4ccccc4)CC3)ccc21	-1.1	6	-2.4	-1	-2.1	0.0	-0.5	-1	-0.3	0.3	1
CSc1ccccc1C(=O)Nc1cc([N+](=O)[O-])ccc1C	-1.1	-1	0.8	-1	0.7	-0.4	-0.2	1	0.2	-0.7	-1
O=[N+]([O-])c1cc(Br)c2c(c1)CCN2	-0.3	5	1.0	1	-0.4	-0.3	0.4	-3	0.6	0.9	-5
COc1ccc(O)c(/C=N/N2CCOCC2)c1	-1.6	15	1.3	-8	3.3	-3.4	0.2	-4	2.3	2.6	1
Cc1cc(C)c(C)c(OCC(=O)N2CCCCCC2)c1	-1.1	1	-1.4	-1	1.5	-0.3	0.5	3	-0.2	-1.1	-3
C=CCNC(=S)NNc1ncnc2sc3c(c12)CC(C)(C)OC3	-1.4	2	0.1	34	-2.5	0.3	-0.7	1	0.3	-2.2	29
Cc1c(C(=O)N2CCN(C3CCS(=O)(=O)C3)CC2)oc2ccc(Cl)cc12 (stereo unspecified)	-1.2	1	2.9	-2	-1.2	0.0	-0.1	4	-0.1	1.2	-2
O=C(/C=C/c1c(F)cccc1Cl)Nc1nc2ccccc2[nH]1	-0.3	8	0.2	-6	7.0	-0.7	1.1	0	1.3	7.9	-6
CCOC(=O)C1=C(N)Oc2cc(C)n(C)c(=O)c2C1c1ccncc1 (stereo unspecified)	-1.3	2	-1.9	4	2.0	-0.3	1.5	2	-1.9	-2.2	1
CN(CC(=O)NC1CC(C)(C)NC(C)(C)C1)S(=O)(=O)c1ccc(Br)cc1	-1.0	5	-0.8	3	0.2	-0.8	0.0	-3	0.0	-0.7	2
NS(=O)(=O)c1ccc(O)c(NC(=O)c2ccc([N+](=O)[O-])cc2)c1	-1.6	3	-1.4	4	-1.4	-0.4	0.1	0	0.0	-4.3	-2
Cc1ccc(SCc2c(C(=O)N/N=C/c3ccccc3)nnn2-c2nonc2N)cc1	-1.7	-6	-0.7	-7	0.2	0.8	-0.3	-3	-1.0	-0.4	0
Cc1ccc[n+](CC(=O)Nc2cc(C(F)(F)F)ccc2Cl)c1	-1.2	-12	-1.6	5	0.3	-0.6	-0.1	1	-0.4	0.3	4
COc1ccc(S(=O)(=O)N(C)c2ccc(C(=O)N3CCN(c4ccccc4)CC3)cc2)cc1OC	-1.5	-2	-3.3	-2	0.6	0.8	-4.7	-2	-1.5	-4.3	-3
Cn1nccc1C(=O)Nc1nnc(C2CC2)s1	-0.7	8	1.1	5	0.7	-0.3	-0.4	-3	0.2	1.7	8
